Screening results from PubChem BioAssay.
TR SRC2 fluor cs: Total Fluorescence Counterscreen for Inhibitors of the Interaction of Thyroid Hormone Receptor and Steroid Receptor Coregulator 2 | AID 1479, 2009 | Potency, µM (highest dose often 106 µM), for the others: at the highest dose fluorescence change, negative = quenching | TRb/SRC2 Texas Red total fluorescence interference | 280,000 compounds, 0.29% hits; active = well fitted curve in either direction with a large enough effect; inconclusive = small, poorly fitted or top-dose-only effect
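Human TRβ ligand-binding domain (0.6 uM) and Texas Red SRC2 peptide (20 nM) in Tris buffer with 1 uM T3 and 5% DMSO were incubated with pinned compound for 5 hr at ambient temperature. Total fluorescence was computed as S + 2P (555/632 nm).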
TRb-SRC2 inh: qHTS for Inhibitors of the Interaction of Thyroid Hormone Receptor and Steroid Receptor Coregulator 2; TRbeta-SRC2 peptide binding, fluorescence polarization; receptor liganded with 1 µM T3; Potency, µM (doses to about 106 µM), for inactives: at the highest dose activity change, negative = inhibition, most hits filed as inhibitors; 280,000 compounds, 0.065% hits; AID 1469, 2008;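 also: plate controls were bound peptide for no effect and peptide without receptor for full effect; nearly all actives have a fitted effect of over 50% in size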
Target sequence (P10828 whole entry, looked up): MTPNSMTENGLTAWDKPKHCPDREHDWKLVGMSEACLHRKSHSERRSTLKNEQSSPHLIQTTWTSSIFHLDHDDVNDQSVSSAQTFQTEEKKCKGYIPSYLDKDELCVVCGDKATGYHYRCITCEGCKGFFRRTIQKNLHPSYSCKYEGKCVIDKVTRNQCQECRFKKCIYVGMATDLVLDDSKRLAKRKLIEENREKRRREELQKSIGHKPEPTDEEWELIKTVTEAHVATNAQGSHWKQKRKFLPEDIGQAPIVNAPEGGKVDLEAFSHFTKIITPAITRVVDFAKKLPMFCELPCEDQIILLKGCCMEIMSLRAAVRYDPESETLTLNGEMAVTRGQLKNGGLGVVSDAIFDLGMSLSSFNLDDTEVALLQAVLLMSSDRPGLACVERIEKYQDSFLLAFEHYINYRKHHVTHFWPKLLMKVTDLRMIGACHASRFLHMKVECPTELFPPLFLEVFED
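Binding of a 20-amino-acid Texas Red SRC2 peptide (20 nM) to TRb ligand-binding domain (0.6 uM) with agonist T3 at 1 uM was followed by fluorescence polarization after a 5 hr room-temperature incubation.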
GAA glycogen mod: qHTS Assay for Inhibitors and Activators of Human alpha-Glucosidase Cleavage of Glycogen | recombinant GAA, glycogen substrate, Amplex Red glucose oxidase fluorescence | Potency, µM (highest dose often 76.4 µM), without a hit: at the top dose activity change, negative = inhibition, actives largely listed as inhibitors | 300,000 compounds, 0.38% hits | Lysosomal alpha-glucosidase (Homo sapiens), P10253;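 also: 0% = full enzyme reaction and -100% = no-enzyme basal signal; the screen sought inhibitors and activators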
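Recombinant human enzyme (4 nM); glycogen substrate; 37 C, 40 min, pH 5.0. Readout: coupled glucose oxidase/Amplex Red fluorescence.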
The depositor's hits bear a star; u = inconclusive; & = joins results of further samples; [ ] = another dose, or the depositor's remark. Unless noted, calls follow the shape of the dose curve; as a rule, active = well fitted curve in the direction sought with a large enough effect; inconclusive = small, poorly fitted or top-dose-only effect, or another doubt; inactive = no such curve, though single readings can be large; an effect the other way counts as inactive or inconclusive. Unless noted, % is scaled to controls: 0 for no effect and ±100 for the full control effect; potency is read from the fitted curve at half-maximal effect. The list is partial; count on the stated rates, not on these rows.

Every second line gives: TRb-SRC2 inh	GAA glycogen mod	TR SRC2 fluor cs
- CC(C)OC(=O)c1c(-c2ccccc2)c(-c2ccccc2)nn(C)c1=O
    -6%	-6%[76.3 µM]	-1%
- COC(=O)c1ccccc1NC(=O)Cn1nnc2sc(-c3ccccc3)cc2c1=O
    0%	12%[76.3 µM]	0%
- CCC(=O)N1CCc2cc(S(=O)(=O)CCC(=O)NCc3ccc(OC)cc3)ccc21
    0%	-3%&-4%[76.3 µM]	-3%
- CCOc1ccc(CNC(=O)C2Cc3cc(S(=O)(=O)N4CCCCCC4)ccc3N2C(C)=O)cc1 (centres undefined)
    -6%	4%[76.3 µM]	0%
- CCN(CC)S(=O)(=O)c1ccc2c(c1)N(CC(=O)Nc1c(C)cccc1C)C(=O)C1CCCN21 (centres undefined)
    -9%	-23%[76.3 µM]	-2%
- Cc1ccc(C(C)C)c(OCCSc2nc3ccccc3n2CC(O)CO)c1 (centres undefined)
    4%	-7%[76.3 µM]	u
- CCOc1cc(-c2ccc(OC(=O)c3ccc(Cl)cc3)c(OC)c2)cc(=O)c2c(C)oc(C)c12
    -10%	14%[76.3 µM]	-20%
- COc1ccc(C2CC(=O)N3CN(C4CCCCC4)CSC3=C2C#N)c(OC)c1 (centres undefined)
    -4%	-5%[76.3 µM]	-1%
- COc1ccccc1-c1c(C(F)(F)F)oc2c(CN3CCCCC3C)c(O)ccc2c1=O (centres undefined)
    -1%	0%[76.3 µM]	-7%
- CCCCCn1c(=O)[nH]c2cc(C(=O)N3CCN(c4cccc(C(F)(F)F)c4)CC3)ccc2c1=O
    -5%	0%[76.3 µM]	-1%
- Cc1ccc(-c2nn3c(-c4ccccc4C)nnc3c3ccccc23)cc1
    -3%	12%[76.3 µM]	0%
- Cn1cc(S(=O)(=O)c2ccccc2)c(=O)c2cc(F)c(N3CCCC3)cc21
    3%	-5%[76.3 µM]	-5%
- COc1ccc(OCC(=O)N(Cc2ccc(C)o2)C2CCS(=O)(=O)C2)cc1 (centres undefined)
    -8%	4%&-3%[76.3 µM]	3%
- Cc1ccc(CN2COc3cc(C)c4c(oc(=O)c5ccccc54)c3C2)cc1
    2%	10%[76.3 µM]	-24%
- COc1cccc(NC(=O)CCc2nnc3n(Cc4ccccc4Cl)c(=O)c4ccccc4n23)c1
    -4%	-6%[76.3 µM]	3%
- Cc1ccn2c(Nc3ccc(F)cc3)c(-c3ccccn3)nc2c1
    -1%	u	-2%
- Cc1ccc(Cl)cc1Nc1sc(C(=O)c2ccc(F)cc2)c(N)c1S(C)(=O)=O
    5%	-16%[76.3 µM]	5%
- N#Cc1c(C(F)(F)F)cc(-c2cccs2)nc1SCC(=O)Nc1ccccc1F
    -18%	-1%[76.3 µM]	u
- Cc1ccc(NC(=O)/C(C#N)=C/c2ccc(C)o2)cc1
    1%	10%[76.3 µM]	-11%
- COc1ccc2occ(CC(=O)Nc3ccc(S(=O)(=O)Nc4nccc(C)n4)cc3)c2c1
    2%	12%[76.3 µM]	-1%
- Cc1ccc(NC(=O)C2CCCN2S(=O)(=O)c2cccc3nsnc23)c(C)c1 (centres undefined)
    3%	9%[76.3 µM]	-6%
- COc1ccc(-c2oc3ncn4nc(-c5ccccc5OC)nc4c3c2-c2ccc(OC)cc2)cc1
    -14%	-13%[76.3 µM]	u
- CCOc1cccc2cc(-c3nc(-c4ccccc4C)no3)c(=O)oc12
    -3%	-2%[76.3 µM]	-3%
- CCCC(=O)NCCc1nc2ccccc2n1Cc1c(F)cccc1Cl
    -2%	-4%[76.3 µM]	-1%
- COC(=O)c1cc(NS(=O)(=O)c2ccc3c(c2)OCCO3)ccc1Cl
    3%	3%[76.3 µM]	-8%
- CCOC(=O)c1ccccc1NC(=O)Cn1c(=O)n(CCC(=O)N2CCc3ccccc3C2)c(=O)c2ccccc21
    7%	0%[76.3 µM]	6%
- CCN(C(=O)c1cc2c(=O)oc3ccccc3c2s1)c1cccc(C(F)(F)F)c1
    0%	-7%[76.3 µM]	-1%
- CCOc1ccccc1CNCc1c(C(=O)O)n(Cc2ccccc2)c2cc(OC)ccc12
    3%	-34%[76.3 µM]	1%
- COc1ccc(-c2cc(C(=O)Oc3ccc(Br)cc3)c3ccccc3n2)cc1
    16%	12%[76.3 µM]	-3%
- CCc1nn(CC(=O)Nc2cccc(C(C)=O)c2)c(=O)c2cc3sccc3n12
    -1%	2%[76.3 µM]	-18%
- O=S(=O)(c1ccccc1)c1nnn2c1nc(NCc1ccc(Cl)cc1)c1sccc12
    -3%	17%[76.3 µM]	-1%
- O=C(Nc1ccc2oc(-c3ccc4ccccc4c3)nc2c1)c1cccc(Cl)c1Cl
    -9%	-1%[76.3 µM]	1%
- Cc1ccc(S(=O)(=O)c2cn(C)c3cc(N4CCOCC4)c(F)cc3c2=O)c(C)c1
    -2%	6%[76.3 µM]	-10%
- CCOC(=O)c1sc(N2C(=O)c3oc4ccc(F)cc4c(=O)c3C2c2cccc(OC)c2)nc1C (centres undefined)
    0%	-6%[76.3 µM]	u
- CCc1ccc(CNc2nc3nc(C)c(Cc4ccccc4)c(=O)n3[nH]2)cc1
    -3%	10%[76.3 µM]	-22%
- COc1cccc(NC(=O)/C(C#N)=C/c2c(C)n(Cc3ccccc3)c3ccccc23)c1
    3%	-11%[76.3 µM]	7%
- CN1CCN(C2(CNC(=O)COc3ccc(C(C)(C)C)cc3)CCCCC2)CC1
    -10%	6%[76.3 µM]	5%
- CC(C)NC(=O)CCN1C(=O)c2ccccc2Sc2ncccc21
    0%	-9%	-1%
- Cc1ccc(NC(=O)C2CCCN(S(=O)(=O)c3cccc4cccnc34)C2)cc1Cl (centres undefined)
    2%	2%[76.3 µM]	-3%
- Cc1nc2nc(SCC(=O)NCCc3ccc(Cl)cc3)nn2c(C)c1Cc1ccccc1
    -7%	11%[76.3 µM]	1%
- C#CCOc1c(Br)cc(C2C(C(=O)OC)=C(C)NC3=C2C(=O)c2ccccc23)cc1OCC (centres undefined)
    3%	-1%[76.3 µM]	-4%
- COc1cccc(NC(=O)CSc2nc(O)c(C/C=C/c3ccccc3)c(=O)[nH]2)c1
    4%	-21%[76.3 µM]	-3%
- CCn1cc2nc(SCC(=O)Nc3ccc(OC)c(Cl)c3)n(Cc3ccc(OC)cc3)c(=O)c2n1
    u	-10%[76.3 µM]	3.5µM*[quencher]
- CC1=C(C(=O)OCc2ccccc2)C(c2cccc(Cl)c2Cl)CC(=O)N1 (centres undefined)
    7%	0%[76.3 µM]	6%
- COc1ccc(-c2nc(CSCC(=O)N3CCN(c4ccccc4F)CC3)c(C)o2)cc1
    -2%	16%[76.3 µM]	4%
- O=C(CSc1cn(CCNC(=O)c2c(F)cccc2F)c2ccccc12)Nc1ccc2c(c1)OCCO2
    3%	10%[76.3 µM]	-14%
- Cc1ccc2nc(Nc3ccc(C)c(F)c3)c3nncn3c2c1
    0%	-13%[76.3 µM]	1%
- COc1ccc(NC(=O)C2CCC(CNS(=O)(=O)c3cccc4nsnc34)CC2)cc1OC (centres undefined)
    -3%	-8%[76.3 µM]	u
- CCOC(=O)C1=C(CS(=O)(=O)c2ccc(F)c(C)c2)NC(=O)NC1c1ccc(F)c(F)c1 (centres undefined)
    2%	-7%[76.3 µM]	-2%
- CCCNC(=O)CN1C(=O)COc2ccc(S(=O)(=O)N3CCCC3)cc21
    4%	-13%[76.3 µM]	0%
- Cc1c(NC(=O)Cc2ccc(F)cc2)cccc1-c1nc2cccnc2s1
    -2%	-3%[76.3 µM]	-1%
- O=C(COC(=O)c1cc(-c2cccs2)nc2ccccc12)c1ccc(Br)cc1
    0%	2%[76.3 µM]	-1%
- CC(=O)Nc1cccc(NC(=O)CSc2ccc(-c3sc(-c4ccccc4)nc3C)nn2)c1
    -2%	-17%[76.3 µM]	-1%
- Cc1ccc(NC(=O)Cn2c(=O)n(CCC(=O)NCc3ccccc3Cl)c(=O)c3ccccc32)c(C)c1
    11%	-2%[76.3 µM]	u
- O=C(NCCc1ccc(Cl)cc1)c1ccc2c(c1)N(Cc1ccc(Cl)cc1)C(=O)CS2
    2%	8%[76.3 µM]	1%
- CCCCSCCCNC(=O)c1cn(CC)c2ccc(S(=O)(=O)N(C)C3CCCCC3)cc2c1=O
    -1%	-17%[76.3 µM]	-2%
- CCOC(=O)c1c(NC(=O)c2noc3c2CC(C(C)(C)C)CC3)sc2c1CCCC2 (centres undefined)
    -6%	-2%[76.3 µM]	u
- CCCN(CCC)C(=O)Cn1c(=O)n(-c2cccc(OC)c2)c(=O)c2c3c(sc21)CCCC3
    -1%	14%[76.3 µM]	4%
- COc1cc(CN(C(=O)c2oc3ccccc3c2C)C2CCS(=O)(=O)C2)cc(OC)c1OC (centres undefined)
    2%	11%[76.3 µM]	4%
- Cc1ccccc1-c1nc2c3c(-c4ccccc4)c(-c4ccccc4)oc3ncn2n1
    1%	-4%[76.3 µM]	2%

(continued)
Every second line gives: TRb-SRC2 inh	GAA glycogen mod	TR SRC2 fluor cs
- COc1ccccc1N1CCN(CC(O)COc2ccc(Cl)c(C)c2)CC1 (centres undefined)
    14%	13%[76.3 µM]	-3%
- COc1ccc(OCC(=O)N2CCN(C(=O)c3cccc(OC)c3OC)CC2)cc1
    2%	3%[76.3 µM]	-3%
- COc1ccc(-c2ccc3c(N)c(C(=O)NCc4ccc(Cl)cc4)sc3n2)cc1
    5%	2%[76.3 µM]	-4%
- CCOc1ccccc1NC(=O)Cn1ccn(-c2ccccc2)c(=O)c1=O
    -3%	4%[76.3 µM]	5%
- COc1cc(C(CC(=O)Nc2cc(C)ccn2)N2Cc3ccccc3C2=O)cc(OC)c1OC (centres undefined)
    -1%	-6%	0%
- COc1ccc(S(=O)(=O)NCCc2nnc3ccc(SCC(=O)Nc4ccccc4C)nn23)cc1
    -1%	-4%[76.3 µM]	-3%
- O=C(COc1ccc2oc3c(c2c1)CCCC3)Nc1cccc(Br)c1
    14%	-11%[76.3 µM]	-3%
- COC(=O)c1c(NC(=O)COc2ccc(OC)cc2)sc2c1CCC(C)C2 (centres undefined)
    -7%	-7%[76.3 µM]	1%
- COc1ccccc1OCC(=O)Nc1cc(-c2ccc(C)cc2)no1
    6%	0%[76.3 µM]	-7%
- CCOC(=O)c1c(C)sc(-c2c(-c3ccccc3)[nH]c3[nH]c(=O)[nH]c(=O)c23)c1O
    -11%	u	4%
- CCOc1ccc(CCNC(=O)CCc2cn(Cc3ccc(F)cc3)c3ccccc23)cc1
    -2%	-2%[76.3 µM]	-2%

Compounds listed so far that have a furan ring, fused or not, in the order listed:
Every second line gives: TRb-SRC2 inh	GAA glycogen mod	TR SRC2 fluor cs
- CCOc1cc(-c2ccc(OC(=O)c3ccc(Cl)cc3)c(OC)c2)cc(=O)c2c(C)oc(C)c12
    -10%	14%[76.3 µM]	-20%
- COc1ccc(OCC(=O)N(Cc2ccc(C)o2)C2CCS(=O)(=O)C2)cc1 (centres undefined)
    -8%	4%&-3%[76.3 µM]	3%
- Cc1ccc(NC(=O)/C(C#N)=C/c2ccc(C)o2)cc1
    1%	10%[76.3 µM]	-11%
- COc1ccc2occ(CC(=O)Nc3ccc(S(=O)(=O)Nc4nccc(C)n4)cc3)c2c1
    2%	12%[76.3 µM]	-1%
- COc1ccc(-c2oc3ncn4nc(-c5ccccc5OC)nc4c3c2-c2ccc(OC)cc2)cc1
    -14%	-13%[76.3 µM]	u
- COc1cc(CN(C(=O)c2oc3ccccc3c2C)C2CCS(=O)(=O)C2)cc(OC)c1OC (centres undefined)
    2%	11%[76.3 µM]	4%
- Cc1ccccc1-c1nc2c3c(-c4ccccc4)c(-c4ccccc4)oc3ncn2n1
    1%	-4%[76.3 µM]	2%
- O=C(COc1ccc2oc3c(c2c1)CCCC3)Nc1cccc(Br)c1
    14%	-11%[76.3 µM]	-3%
